Assay outcomes from PubChem.
S1P2 antag: antagonists of human S1P2 receptor; O95136; actives 0.21% (n = 97,000); cell-based S1P2 antagonist assay, inhibition at 5 uM; inhibition, % at 5 µM; in the data active means inhibition above about 45%;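 further: CRE beta-lactamase reporter cells expressing human S1P2 stimulated with S1P; 0% = agonist at EC80 alone and 100% = agonist plus reference antagonist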
Target sequence (O95136 whole entry, looked up): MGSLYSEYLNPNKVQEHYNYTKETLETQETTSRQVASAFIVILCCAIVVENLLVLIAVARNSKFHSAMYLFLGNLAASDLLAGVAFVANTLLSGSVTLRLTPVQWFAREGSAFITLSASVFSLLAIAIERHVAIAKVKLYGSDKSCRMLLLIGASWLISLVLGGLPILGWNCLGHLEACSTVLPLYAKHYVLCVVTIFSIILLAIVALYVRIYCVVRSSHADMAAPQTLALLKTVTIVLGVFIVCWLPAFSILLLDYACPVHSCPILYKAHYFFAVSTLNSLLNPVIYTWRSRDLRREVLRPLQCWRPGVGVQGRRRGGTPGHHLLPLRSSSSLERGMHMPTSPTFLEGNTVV
PLAP act: activates human placental alkaline phosphatase; P05187; purified PLAP enzyme, luminescent substrate read-out; active compounds read high; activation fold at 20 µM; actives 1.2% (n = 96,000); in the data active means activation fold above about 2
Target sequence (P05187 whole entry, looked up): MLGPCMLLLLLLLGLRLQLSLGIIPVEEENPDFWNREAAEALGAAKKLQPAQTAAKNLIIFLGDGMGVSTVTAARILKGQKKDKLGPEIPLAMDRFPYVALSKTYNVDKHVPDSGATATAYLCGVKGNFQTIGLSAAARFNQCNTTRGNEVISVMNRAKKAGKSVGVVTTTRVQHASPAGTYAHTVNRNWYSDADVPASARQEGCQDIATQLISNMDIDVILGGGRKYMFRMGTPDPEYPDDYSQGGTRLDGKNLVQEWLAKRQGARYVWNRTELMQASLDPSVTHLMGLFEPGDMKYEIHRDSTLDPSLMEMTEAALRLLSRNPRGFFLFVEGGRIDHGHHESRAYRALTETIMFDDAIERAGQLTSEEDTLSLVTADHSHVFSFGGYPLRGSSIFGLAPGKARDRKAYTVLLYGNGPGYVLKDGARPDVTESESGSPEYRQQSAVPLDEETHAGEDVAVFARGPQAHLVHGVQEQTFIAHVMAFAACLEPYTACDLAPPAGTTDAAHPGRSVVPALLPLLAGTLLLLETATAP
PostGolgi ctrl: yeast control strain growth, post-Golgi counter-screen; actives 5% (n = 98,000); efflux-deficient yeast background strain, growth absorbance A615, 16 h; inhibition, % at 10 µM
Ecoli WT expand: E. coli BW25113 growth inhibition, expanded screen. actives 0.15% (n = 98,000). AID 710. OD600 absorbance. growth inhibition, % at 100 µM;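 active means growth inhibition above about 50% at one test dose, limit read from the data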;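 further: growth measured after 20 h incubation at 37 °C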
sEH act: soluble epoxide hydrolase (human) activation; P34913; activation, % at 2 µM; purified human sEH enzymatic activity, activator screen; actives 0.04% (n = 91,000); in the data active means activation above about 37%; further: values of inactives mirror those of a sister screen read the other way
sEH inh: blocks human soluble epoxide hydrolase activity | recombinant human sEH enzymatic activity assay | P34913 | actives 0.34% (n = 91,000) | inhibition, % at 2 µM; in the data active means inhibition above about 80%; further: values of inactives mirror those of a sister screen read the other way; many of its hits are not listed in these tables
S1P2 ag: S1P2 (human) receptor agonism. O95136. S1P2-expressing cell line, agonist reporter read-out. activation, % at 4.5 µM. actives 0.46% (n = 97,000). AID 729; in the data active means activation above about 16%;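 further: 0% = vehicle low control and 100% = maximal reference agonist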
CD11b adhes inh: inhibitors of human CD11b/CD18 binding to fibrinogen. inhibition, % at 10 µM. actives 0.54% (n = 93,000). K562 CD11b/CD18 adhesion to fibrinogen, ATPlite luminescence; Mn2+ added to activate the integrin. P05107+P11215. AID 1497;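 active means primary inhibition of 50% or more at 10 µM, then 40% or more on retest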; further: some results filed as inactive read as strong as hits
PostGolgi yeast: growth inhibition of a yeast mutant, post-Golgi transport screen; actives 0.9% (n = 98,000); post-Golgi transport phenotypic cell assay; inhibition, % at 10 µM; AID 739;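 further: yeast cells grown in 1536-well plates; yeast grown about 18 h at 30C before absorbance read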
Starred values were filed as active, the others as inactive; x = not tested or not shown. Unless noted, no stated cut-off is given here; in the data, active means inhibition above about 30%; inactive means the rest. No enrichment for hits; about 7.1% have a hit in one of these screens.

Keys – A = S1P2 antag; B = PLAP act; C = PostGolgi ctrl; D = Ecoli WT expand; E = sEH act; F = sEH inh; G = S1P2 ag; H = CD11b adhes inh; I = PostGolgi yeast
#1 O=c1[nH]c2ccccc2c(=O)n1Cc1ccco1
  A: 20	B: 0.9	C: 6	D: 2	E: 1	F: -3	G: -4	H: -12	I: -6
#2 O=C(Cn1c(=O)oc2cc(S(=O)(=O)N3CCCC3)ccc21)NC1CCCc2ccccc21 (stereo not drawn)
  A: x	B: x	C: -3	D: -20	E: x	F: x	G: x	H: -16	I: -3
#3 O=C(COC(=O)c1ccc(Br)o1)NCCCc1ccccc1
  A: 12	B: 1	C: -2	D: 5	E: x	F: x	G: -6	H: -3	I: -4
#4 CC(=O)Nc1nnc(-c2ccc(Cl)s2)o1
  A: 17	B: 1.1	C: 1	D: -3	E: x	F: x	G: -4	H: -15	I: -5
#5 COc1ccc(C(c2sc3ncnn3c2O)N2CCN(c3ccccc3F)CC2)cc1OC (stereo not drawn)
  A: -28	B: 1.6	C: -2	D: 1	E: -4	F: 7	G: -4	H: -37	I: -7
#6 COc1cc(/C=N/Nc2snc(SC)c2C#N)ccc1O
  A: 4	B: 0.8	C: 4	D: 3	E: 2	F: -5	G: -1	H: x	I: 3
#7 Cc1cc(C)n2nc(SCC(=O)c3ccccc3)nc2n1
  A: -18	B: 0.9	C: 0	D: 5	E: 0	F: 4	G: -3	H: 30	I: 0
#8 Cc1ccc(OCc2nnc(SCC(=O)c3ccccc3)n2Cc2ccco2)cc1
  A: -3	B: 1.4	C: 18	D: -9	E: 3	F: -6	G: 0	H: 0	I: 0
#9 COC(=O)C(NC(=O)c1ccc(Cl)cc1)(Nc1nc(C)cs1)C(F)(F)F (stereo not drawn)
  A: -1	B: 1	C: 19	D: 8	E: -6	F: 8	G: -9	H: x	I: -13
#10 O=C(Nc1c(C(=O)O)[nH]c2ccccc12)NC1CCCCC1
  A: 24	B: 1.1	C: -5	D: 10	E: 12	F: -11	G: -4	H: 14	I: 15
#11 COc1cnc(N(C)C)nc1Sc1cccc(Cl)c1
  A: -15	B: 1.1	C: -8	D: 6	E: 8	F: -10	G: -5	H: -4	I: 15
#12 CN1CCN(C2OC(=O)c3ccccc32)CC1 (stereo not drawn)
  A: -5	B: 0.9	C: 10	D: 3	E: 17	F: -20	G: -2	H: -6	I: -2
#13 Brc1ccc(-c2noc(COc3ccc4ccccc4c3)n2)o1
  A: -12	B: 0.7	C: 12	D: -5	E: x	F: x	G: -1	H: 14	I: -7
#14 Cc1sc2ncn(CC(=O)NCC(=O)N(C)Cc3ccccc3)c(=O)c2c1C
  A: 5	B: x	C: x	D: x	E: -3	F: 4	G: -3	H: x	I: x
#15 O=C(COC(=O)C1CCCCC1C(=O)N1CCc2ccccc21)NCc1ccco1 (stereo not drawn)
  A: x	B: 1.5	C: 4	D: 1	E: x	F: x	G: x	H: 4	I: -6

A draw from above in order of SMILES length, high to low:
Keys – A = S1P2 antag; B = PLAP act; C = PostGolgi ctrl; D = Ecoli WT expand; E = sEH act; F = sEH inh; G = S1P2 ag; H = CD11b adhes inh; I = PostGolgi yeast
#9 COC(=O)C(NC(=O)c1ccc(Cl)cc1)(Nc1nc(C)cs1)C(F)(F)F (stereo not drawn)
  A: -1	B: 1	C: 19	D: 8	E: -6	F: 8	G: -9	H: x	I: -13
#15 O=C(COC(=O)C1CCCCC1C(=O)N1CCc2ccccc21)NCc1ccco1 (stereo not drawn)
  A: x	B: 1.5	C: 4	D: 1	E: x	F: x	G: x	H: 4	I: -6
#4 CC(=O)Nc1nnc(-c2ccc(Cl)s2)o1
  A: 17	B: 1.1	C: 1	D: -3	E: x	F: x	G: -4	H: -15	I: -5

Next records follow.
Keys – A = S1P2 antag; B = PLAP act; C = PostGolgi ctrl; D = Ecoli WT expand; E = sEH act; F = sEH inh; G = S1P2 ag; H = CD11b adhes inh; I = PostGolgi yeast
#16 CCOC(=O)c1c(C)n(C)c2ccc(OCC(O)CN3CCN(C)CC3)cc12 (stereo not drawn)
  A: 10	B: 1.7	C: 6	D: -6	E: x	F: x	G: -2	H: -6	I: 2
#17 COC(=O)c1ccccc1NC(=O)C(C)Oc1ccccc1 (stereo not drawn)
  A: -24	B: x	C: 12	D: 5	E: 7	F: -9	G: -2	H: x	I: 0
#18 O=C(CN1C2CCCC1CC(NC(=O)c1ccco1)C2)Nc1ccccc1 (stereo not drawn)
  A: 9	B: 1.3	C: 4	D: -6	E: 1	F: 0	G: -4	H: x	I: 1
#19 Cc1ccc(S(=O)(=O)c2nc(-c3ccco3)oc2SCC(=O)NCC2CCCO2)cc1 (stereo not drawn)
  A: 0	B: 1.1	C: 4	D: -10	E: 8	F: -7	G: -5	H: 1	I: -6
#20 Cc1ccc(N2CC(C(=O)N3CCN(C(=O)c4ccco4)CC3)CC2=O)cc1 (stereo not drawn)
  A: -9	B: 1.3	C: 8	D: 1	E: 9	F: -9	G: -4	H: x	I: 2
#21 COCC(=O)NC1CC2CCCC(C1)N2Cc1ccccc1 (stereo not drawn)
  A: 16	B: 1.2	C: 6	D: 3	E: x	F: x	G: -4	H: -2	I: 1
#22 CCCc1cc(C(=O)Nc2sc(C)c(C)c2C(=O)OCC)no1
  A: x	B: 1.2	C: 12	D: 0	E: x	F: x	G: x	H: -35	I: 2
#23 Cc1cc(F)ccc1S(=O)(=O)Nc1ccccc1C(=O)Nc1ccc2[nH]c(=O)[nH]c2c1
  A: x	B: 1.3	C: 1	D: 1	E: x	F: x	G: x	H: -9	I: -11
#24 O=C(CN1CCN(CCC(=O)Nc2ccccc2F)CC1)Nc1ccc(F)cc1
  A: x	B: 1.2	C: 4	D: 3	E: x	F: x	G: x	H: -14	I: -1
#25 Cc1ccccc1NC(=O)Nc1cc(S(N)(=O)=O)ccc1C
  A: 19	B: 1	C: 26	D: -2	E: 21	F: -20	G: -7	H: 3	I: -7
#26 Cc1ccccc1C(=O)NNC(=O)c1ccc(F)cc1
  A: 12	B: 1	C: -1	D: 4	E: 5	F: -8	G: -7	H: x	I: -1
#27 O=C(CN1CCN(c2cccc(C(F)(F)F)c2)CC1)Nc1cccc(C(F)(F)F)c1
  A: -13	B: 1.4	C: 35*	D: -3	E: -1	F: -1	G: -3	H: 13	I: -2
#28 O=c1ccccn1Cc1c(F)cccc1Cl
  A: -5	B: 0.8	C: -14	D: 7	E: 1	F: -2	G: -5	H: -14	I: 3
#29 O=C(Nc1cnn(Cc2ccc(Cl)cc2)c1)C1CCCC1
  A: -5	B: 0.9	C: 11	D: 5	E: 2	F: -1	G: -1	H: -8	I: 5
#30 Cc1ccnc(NC(=O)c2ccc(NC(=O)c3ccco3)cc2)c1
  A: 0	B: 1.1	C: -5	D: -16	E: -14	F: 17	G: -4	H: 4	I: -8
#31 Cc1cccc(NC(=O)Cn2nnc(C(=O)NCc3cccs3)c2N)c1C
  A: 11	B: 1	C: 11	D: -2	E: 6	F: -2	G: -13	H: 8	I: -5
#32 Cc1ccc2nc(NC(=O)C3CCN(S(=O)(=O)c4ccc5c(c4)oc(=O)n5C)CC3)sc2c1
  A: 9	B: 1	C: 12	D: -9	E: 4	F: -7	G: -4	H: 39	I: -6
#33 CC1CC(C)CN(S(=O)(=O)c2ccc(C(=O)NCc3ccc4c(c3)OCO4)cc2)C1 (stereo not drawn)
  A: -7	B: 0.9	C: 14	D: 2	E: -13	F: 14	G: -3	H: 21	I: -8
#34 O=C(Nc1ccc2nsnc2c1)c1cccs1
  A: -5	B: 0.9	C: 40*	D: 14	E: -5	F: 4	G: -7	H: -6	I: -3
#35 Cc1noc(C)c1CSCC(=O)OCC(=O)N1CC(=O)Nc2ccccc21
  A: 0	B: 0.9	C: 13	D: 3	E: x	F: x	G: 0	H: 5	I: -4
#36 C=C(C)c1cccc(C(C)(C)NC(=O)N2CCN(c3ncccn3)CC2)c1
  A: -5	B: x	C: x	D: x	E: 1	F: -4	G: -2	H: x	I: x
#37 COc1ccc(OC)c(S(=O)(=O)N2CCC(C(=O)Nc3cccc(C(F)(F)F)c3)CC2)c1
  A: 7	B: 1.3	C: 4	D: -8	E: -40	F: 40	G: -5	H: 28	I: 1
#38 CCOc1cc2[nH]c(=S)n(CCOC)c(=O)c2cc1OCC
  A: x	B: 1.1	C: 27	D: 2	E: x	F: x	G: x	H: 15	I: -2
#39 Cc1cc(C)nc(CC(N)=O)n1
  A: -2	B: 0.8	C: -4	D: -2	E: 11	F: -11	G: -2	H: 4	I: -10
#40 CC1=C(C(=O)Nc2ccc(C)cc2)C(c2ccco2)NC(=O)N1 (stereo not drawn)
  A: -8	B: x	C: x	D: x	E: -4	F: 6	G: -1	H: x	I: x
#41 Cc1nn(-c2ccccc2)c(Cl)c1C1C(C#N)=C(N)Oc2c1c(C)nn2-c1ccccc1 (stereo not drawn)
  A: 16	B: 1.2	C: 5	D: -6	E: -2	F: 2	G: -10	H: 1	I: 0
#42 Cn1cc(S(=O)(=O)CC(=O)Nc2ccc3c(c2)OCCO3)c2ccccc21
  A: -1	B: x	C: x	D: x	E: -13	F: 15	G: -5	H: x	I: x
#43 O=C(OCc1nc2ccccc2c(=O)[nH]1)c1cccs1
  A: -8	B: 1.1	C: 6	D: -7	E: 13	F: -15	G: -4	H: -2	I: 1
#44 CCC(=O)N(Cc1cc2c(C)cc(C)cc2[nH]c1=O)C1CCCCC1
  A: 4	B: 1.5	C: 47*	D: 7	E: 1	F: 0	G: -5	H: -4	I: 9
#45 N[C@@H](Cc1ccccc1)c1nnc(SCc2ccccc2Cl)o1
  A: 9	B: 1.2	C: 10	D: 4	E: -4	F: 2	G: -1	H: -35	I: -7
#46 CC(=O)/C=N/Nc1ccccc1
  A: 10	B: 0.9	C: 8	D: 20	E: -10	F: 12	G: -2	H: x	I: 21
#47 O=C1C2ON(c3ccccc3)C(c3cccnc3)C2C(=O)N1Cc1ccccc1 (stereo not drawn)
  A: 12	B: 1.3	C: 1	D: 4	E: -9	F: 8	G: -10	H: 0	I: 26
#48 CCC(C)n1c(=O)c(C(=O)Nc2ccccc2S(N)(=O)=O)c(O)c2ccccc21 (stereo not drawn)
  A: x	B: 1.3	C: 30*	D: -5	E: x	F: x	G: x	H: -1	I: 12
#49 Cc1cc(NC(=O)C2C3C=CC(C3)C2C(=O)O)no1 (stereo not drawn)
  A: -12	B: 1	C: 1	D: 9	E: 6	F: -4	G: -4	H: 1	I: -1
#50 Cc1ccc(N(C(=O)c2ccc(S(=O)(=O)N3CCOCC3)cc2)C2C=CS(=O)(=O)C2)cc1 (stereo not drawn)
  A: x	B: 1.4	C: 10	D: 0	E: x	F: x	G: x	H: -1	I: 9
#51 Clc1cccc(N2CCN(Cc3nc(-c4ccccc4)no3)CC2)c1
  A: 3	B: 1	C: 35*	D: 1	E: 6	F: -6	G: -6	H: 26	I: -5
#52 COc1cc2c(cc1OC)C1=C(C#N)CC/C(=N\S(=O)(=O)c3ccccc3)N1CC2
  A: -51	B: 1.5	C: 7	D: -4	E: x	F: x	G: 49*	H: 4	I: 3
#53 CCC(C)(C)n1nnnc1C(c1cc(OC)ccc1OC)N1CCC(C(N)=O)CC1 (stereo not drawn)
  A: 20	B: x	C: x	D: x	E: 6	F: -6	G: -2	H: x	I: x
#54 CC(=O)N1CCN2C(=O)C1CCCC(=O)c1cc(C3CCCCC3)ccc12 (stereo not drawn)
  A: 14	B: 1.4	C: 16	D: -2	E: 0	F: 0	G: -9	H: -11	I: 19
#55 CCCNC(=O)C1CCN(S(=O)(=O)c2ccc(Br)cc2)CC1
  A: 20	B: x	C: x	D: x	E: 7	F: -8	G: -2	H: x	I: x
#56 O=C(O)CCC(=O)Nc1nc2nc(-c3ccccc3)cc(-c3ccccc3)n2n1
  A: 8	B: 1.2	C: -4	D: 6	E: 16	F: -16	G: -1	H: x	I: -7
#57 Cc1ccc(S(=O)(=O)c2nc(NCCCn3ccnc3)sc2Cl)cc1
  A: 21	B: 1.9	C: 3	D: 5	E: x	F: x	G: -7	H: 2	I: -11
#58 CS(=O)(=O)N1CCCC(C(=O)NCCCN2CCN(Cc3ccccc3)CC2)C1 (stereo not drawn)
  A: 4	B: 1.1	C: 7	D: 2	E: -5	F: 9	G: -7	H: -6	I: 3
